CIT2 TOR yeast: modulators of CIT2-GFP expression in yeast, primary screen, S. cerevisiae, GFP fusion, multiplex flow cytometry, MLPCN library; S. cerevisiae CIT2-GFP strain, 3 h; 100 means same as DMSO wells; GFP response vs DMSO, % at 10 µM; 0.065% of 320,000 active;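 active = GFP response relative to DMSO above a set limit, near the screen mean plus 3 SD, cut at about 150% in these data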;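 also: ratio of well median GFP fluorescence to mean of DMSO wells on the plate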
AGP1 TOR yeast: modulators of AGP1-GFP expression in yeast TOR pathway, primary screen, cell-based, multiplex flow cytometry, S. cerevisiae, MLPCN library | 3 h; GFP as percent of DMSO wells | GFP response vs DMSO, % at 10 µM | 0.02% of 320,000 active | AID 2066, 2009;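 active = GFP response relative to DMSO above a set limit, near screen average plus 3 SD, cut at about 150% in these data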;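 also: median GFP channel fluorescence of the gated AGP1 strain per well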
LAP4 TOR yeast: modulators of LAP4-GFP expression in yeast, primary screen, S. cerevisiae, multiplex flow cytometry, MLPCN library | GFP response vs DMSO, % at 10 µM | AID 2023, 2009 | 3 h; median GFP as percent of DMSO wells | 0.34% of 320,000 active;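 active = GFP response vs DMSO above a set limit, about the screen mean plus 3 SD, cut at about 150% in these data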
RPL19A TOR yeast: RPL19A-GFP expression modulators in yeast, primary screen, cell-based, S. cerevisiae, multiplex flow cytometry, MLPCN; S. cerevisiae RPL19A-GFP strain, 3 h; active compounds read low; percent response vs DMSO, % at 10 µM; 0.3% of 330,000 active; AID 2025, 2009;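 active = percent response vs DMSO below 50%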;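 also: median channel GFP fluorescence of the barcoded RPL19A-GFP strain; ratio of sample median GFP to plate DMSO average so 100% = DMSO; lower means less RPL19A-GFP as with rapamycin TOR inhibition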
MEP2-GFP yeast: modulators of MEP2-GFP levels in yeast, primary screen, S. cerevisiae, multiplex flow cytometry, MLPCN library; 0.51% of 330,000 active; AID 2016, 2009; S. cerevisiae MEP2-GFP strain, 3 h; 100% = DMSO control level; GFP response vs DMSO, % at 10 µM;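 active = GFP response versus DMSO above a set limit, roughly screen mean plus 3 SD, cut at about 180% in these data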;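 also: median GFP fluorescence of the barcode-gated MEP2-GFP cells per well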
GRK2 inh: compounds blocking aptamer binding on GRK2 – biochemical, human GRK2, bead flow cytometry, HTS, primary screen. Beta-adrenergic receptor kinase 1 (Homo sapiens), P25098. AID 488847, 2010. inhibition of aptamer binding, % at 10 µM. 0.59% of 330,000 active. FAM-aptamer displacement from GRK2;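 active = inhibition of aptamer binding above 40%, roughly 3 SD of noise, on plates passing a quality check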;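 also: median bead fluorescence of bound FAM aptamer so fluorescent compounds give negative values; no value below 0 was filed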
VLA-4 inh: inhibition in human VLA-4 binding assay, primary screen, VLA-4 allosteric modulator project, MLPCN library, flow cytometry, VLA-4 expressing cells; Integrin alpha-4 (Homo sapiens), P13612; ligand binding flow cytometry; inhibition, % (about 7 µM as worked out from the volumes in the protocol); 0.2% of 330,000 active; in the data active = inhibition above about 50%
GASC-1 inh: inhibitors of GASC-1 histone demethylase, primary screen, biochemical, fluorescence, DELFIA europium. Lysine-specific demethylase 4C (Homo sapiens), Q9H3R0. GST-JMJD2C(1-420) H3K9me3 demethylation. inhibition, % at 2.35 µM. 0.069% of 330,000 active. AID 2099, 2009;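 active = more than half of a compound's replicate wells show inhibition beyond 50%, single wells judged on their own value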;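 also: signal counts dimethyl H3K9 product captured on neutravidin plate; 0% = median of DMSO wells and 100% = 0.3 times that DMSO median; strong numbers were not always called active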
Target sequence (Q9H3R0 1-420 limits assumed): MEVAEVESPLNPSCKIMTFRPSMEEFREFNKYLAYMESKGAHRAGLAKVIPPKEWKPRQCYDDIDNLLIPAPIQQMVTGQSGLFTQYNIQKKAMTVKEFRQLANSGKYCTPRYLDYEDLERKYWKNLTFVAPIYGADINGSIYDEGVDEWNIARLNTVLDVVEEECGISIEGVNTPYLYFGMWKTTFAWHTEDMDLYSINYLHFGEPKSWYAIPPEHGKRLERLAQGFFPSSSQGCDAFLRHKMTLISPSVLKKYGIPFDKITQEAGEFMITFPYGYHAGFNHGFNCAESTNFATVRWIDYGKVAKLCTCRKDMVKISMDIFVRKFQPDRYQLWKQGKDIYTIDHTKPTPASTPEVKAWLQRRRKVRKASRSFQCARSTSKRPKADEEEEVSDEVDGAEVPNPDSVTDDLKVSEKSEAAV
The depositor's hits bear a star; nt = not tested or not shown.

1: COc1ccc(C2=CC(=O)C[C@H](c3ccc4c(c3)OCO4)C2)cc1
2: Cn1c(SCc2cccc(F)c2)nnc1-c1ccncc1
3: Cc1ccc(OCC(=O)OCC(=O)c2cccc([N+](=O)[O-])c2)cc1C
4: CC(C)Cn1c(SCc2nnc(-c3cccs3)o2)nc(O)cc1=O
5: COc1ccc(/C=N/n2c(=S)n(C)c3ccccc32)cc1OC
6: COCc1cc(CN2CCN(Cc3ccsc3)C(CCO)C2)ccc1OC (stereo not drawn)
7: COc1ccc(OC)c(-c2nnc(SCC(=O)N3CCCc4ccccc43)o2)c1
8: CC(C)Cc1nc2sc3c(SCC(N)=O)ncnc3c2c2c1CCC2
Assay by compound,1,2,3,4,5,6,7,8
CIT2 TOR yeast,82,95,118,92,122,102,93,89
AGP1 TOR yeast,85,99,104,92,103,100,94,107
LAP4 TOR yeast,104,103,101,98,109,85,111,106
RPL19A TOR yeast,89,96,102,96,nt,109,98,101
MEP2-GFP yeast,101,109,107,98,105,99,96,100
GRK2 inh,0,0,0,4,2,4,0,2
VLA-4 inh,-7,-11,-12,0,1,7,7,-7
GASC-1 inh,8,0,-41,-1,2,-6,12,nt

9: CCCNC(=O)C1CCN(c2nc(C)cc(C)n2)CC1
10: COc1ccc(N(C)S(=O)(=O)c2ccc3c(c2)NC(=O)CO3)c(OC)c1
11: O=S(=O)(c1ccc(NC(=S)NCCC(c2ccccc2)c2ccccc2)cc1)N1CCOCC1
12: CCOC(=O)Cc1nn(C)c(=O)c2ccccc12
13: OCCC1CN(Cc2cccc3nccnc23)CCN1C1CCCC1 (stereo not drawn)
14: O=C(NCCN1CCCC1)c1cccc(Cl)c1
15: O=C(CC(C(=O)O)c1cccc(Cl)c1)c1ccccc1 (stereo not drawn)
16: O=C1CC(=O)N(c2ccccc2)N1c1ccccc1
Assay by compound,9,10,11,12,13,14,15,16
CIT2 TOR yeast,85,93,96,99,110,107,100,89
AGP1 TOR yeast,91,90,90,98,106,110,95,94
LAP4 TOR yeast,91,83,89,93,98,106,96,103
RPL19A TOR yeast,92,96,96,97,103,115,105,97
MEP2-GFP yeast,93,99,94,91,110,110,102,99
GRK2 inh,0,0,0,5,1,0,3,2
VLA-4 inh,8,-3,8,-7,2,2,6,-4
GASC-1 inh,-4,1,5,-11,-1,5,-5,9

17: Cc1cc(C)nc(SCc2nnc(SCC(N)=O)o2)n1
18: O=C(Oc1cc(=O)oc2c1c(=O)n1c3c(cccc23)CC1)c1ccc(F)cc1
19: CCOc1ccccc1C1NC(=O)CCC1[N+](=O)[O-] (stereo not drawn)
20: COc1ccccc1-c1nnc(-c2ccc(N3CCOCC3)cc2)o1
21: Cc1cc(C(=O)Cn2nc(C(=O)O)c3ccccc3c2=O)c(C)n1-c1cccc(C(F)(F)F)c1
22: Cc1cc(=O)[nH]c2ccc(S(=O)(=O)Nc3ccc(O)cc3)cc12
23: O=C(NC1CCN(C(=S)Nc2ccc(F)cc2)CC1)c1ccco1
24: O=C(O)C1(NS(=O)(=O)c2ccc(F)c(Cl)c2)CCCCC1
Assay by compound,17,18,19,20,21,22,23,24
CIT2 TOR yeast,86,73,119,85,113,104,100,107
AGP1 TOR yeast,94,85,107,87,115,100,95,104
LAP4 TOR yeast,85,123,83,103,103,99,94,97
RPL19A TOR yeast,97,98,107,94,115,107,101,102
MEP2-GFP yeast,92,84,106,96,103,110,103,103
GRK2 inh,0,2,4,3,0,2,3,0
VLA-4 inh,12,7,14,-18,-4,4,-2,9
GASC-1 inh,1,0,-4,-7,-7,1,4,8

25: C=CCSc1nnc(CNC(=O)c2ccc(Cl)cc2)n1CC
26: C/C=C/c1ccc(OCC(O)CN2CCCCCCC2)c(OC)c1 (stereo not drawn)
27: Cc1ccc(NC(=O)C2CCN(S(=O)(=O)c3ccc4c(c3)NC(=O)C(C)S4)CC2)cc1C (stereo not drawn)
28: Cc1cccc(NC(=O)/C(=C\c2ccc([N+](=O)[O-])o2)NC(=O)c2ccc(Cl)cc2)c1
29: COc1ccc(S(=O)(=O)N(CC(=O)NCc2ccco2)c2ccccc2)cc1
30: COC(=O)c1[nH]c2cc(OC)c(OC)cc2c1NC(=O)CN1C[C@H]2C[C@@H](C1)c1cccc(=O)n1C2
31: CC1CCc2[nH]c3ccc(C(=O)N(C)CC(=O)Nc4cccc(F)c4)cc3c2C1 (stereo not drawn)
32: O=C(CSc1ccc(F)cc1)NC1CCCCC1
Assay by compound,25,26,27,28,29,30,31,32
CIT2 TOR yeast,104,101,110,107,94,89,93,95
AGP1 TOR yeast,99,106,109,106,99,96,101,91
LAP4 TOR yeast,91,94,103,106,101,104,103,92
RPL19A TOR yeast,98,101,108,108,97,98,92,101
MEP2-GFP yeast,109,110,120,105,115,90,99,105
GRK2 inh,0,0,3,8,1,2,2,0
VLA-4 inh,9,2,18,-84,-1,2,-9,-23
GASC-1 inh,1,-27,20,30,-18,8,-5,-9

33: CSc1ncccc1C(=O)OCC(=O)c1ccccc1Br
34: Cc1[nH]nc(N2CCCCCC2)c1[N+](=O)[O-]
35: Cc1ccc(NS(=O)(=O)c2csc(C(N)=O)c2)c(C)c1
36: Cc1ccc(CNC(=O)COc2ccc(C(=O)c3ccc(F)cc3)cc2)cc1
37: CCCc1n[nH]c2c1C(=O)CC(C)(C)C2
38: COC(=O)c1sc(NC(=O)c2ccc(OC)cc2OC)nc1C
39: COCc1c(C(=O)NC(C)c2ccc(S(N)(=O)=O)cc2)oc2ccccc12 (stereo not drawn)
40: CC(C)C(=O)NC(=O)COC(=O)/C=C/c1cccs1
Assay by compound,33,34,35,36,37,38,39,40
CIT2 TOR yeast,84,95,111,111,103,104,106,88
AGP1 TOR yeast,110,95,100,103,101,97,103,95
LAP4 TOR yeast,119,96,96,99,101,88,98,91
RPL19A TOR yeast,101,98,97,104,99,99,108,93
MEP2-GFP yeast,99,96,99,111,95,97,111,92
GRK2 inh,0,1,5,0,0,0,2,0
VLA-4 inh,1,7,11,-1,-23,-5,0,-185
GASC-1 inh,-2,12,2,-5,-2,4,-4,-19

The last three records of the part above open the next one.
38: COC(=O)c1sc(NC(=O)c2ccc(OC)cc2OC)nc1C
39: COCc1c(C(=O)NC(C)c2ccc(S(N)(=O)=O)cc2)oc2ccccc12 (stereo not drawn)
40: CC(C)C(=O)NC(=O)COC(=O)/C=C/c1cccs1
41: O=C(NCCCc1ccc(F)cc1)C1CCC(=O)N(CCN2CCOCC2)C1 (stereo not drawn)
42: NC(=O)C1CCN(CC(=O)c2c[nH]c3ccc(F)cc23)CC1
43: O=S(=O)(c1ccc(Br)cc1)N1CCCc2ccccc21
44: CCN(CC)S(=O)(=O)c1ccc(OC)c(NC(=O)c2cccc(C)c2[N+](=O)[O-])c1
45: O=C(NCC1CCCO1)C1CC(c2ccccc2Cl)=NO1 (stereo not drawn)
46: Cn1cnc2c1c(=O)n(Cc1ccc(Cl)cc1Cl)c(=O)n2C
47: C=CCCOc1ccccc1C(N)=O
48: CCCCc1ccc(NC(=O)C(=O)NCCN2CCN(Cc3ccc([N+](=O)[O-])cc3)CC2)cc1
Assay by compound,38,39,40,41,42,43,44,45,46,47,48
CIT2 TOR yeast,104,106,88,109,98,100,81,109,99,nt,92
AGP1 TOR yeast,97,103,95,108,91,90,89,nt,91,nt,85
LAP4 TOR yeast,88,98,91,100,99,91,80,113,83,nt,82
RPL19A TOR yeast,99,108,93,107,98,99,88,105,99,98,92
MEP2-GFP yeast,97,111,92,102,102,103,82,109,104,100,80
GRK2 inh,0,2,0,0,0,0,0,0,3,3,0
VLA-4 inh,-5,0,-185,10,1,-4,-1,9,-2,0,-7
GASC-1 inh,4,-4,-19,3,-16,15,0,0,11,-8,-26

49: CCC(C)NC(=O)NCc1ccccc1F (stereo not drawn)
50: CC(=O)c1c(C)[nH]c(C(=O)NCc2ccco2)c1C
51: C=CCNC1=C(Cl)C(=O)c2ccccc2C1=O
52: CN1[C@@H]2CCC[C@H]1CC(NC(=O)c1nn(C)c3ccccc13)C2 (stereo partly drawn)
53: O=C(NCc1ccco1)c1cccc(NS(=O)(=O)c2cccc(F)c2)c1
54: COc1ccc(/C=C2\SC(=S)N(CCCC(=O)Nc3cc(C)on3)C2=O)cc1OC
55: NC(=O)NC(CC(=O)NNC(=O)c1ccccn1)c1ccccc1Cl (stereo not drawn)
56: Cc1cc(NS(=O)(=O)N(C)C)ccc1C(C)C
Assay by compound,49,50,51,52,53,54,55,56
CIT2 TOR yeast,96,108,76,102,102,93,96,86
AGP1 TOR yeast,98,103,96,88,107,100,99,101
LAP4 TOR yeast,112,114,96,104,95,92,107,94
RPL19A TOR yeast,95,96,102,95,102,102,102,94
MEP2-GFP yeast,101,93,95,89,103,103,103,90
GRK2 inh,1,0,0,4,0,0,0,0
VLA-4 inh,3,4,0,5,2,7,3,10
GASC-1 inh,11,2,-8,4,7,5,5,2

Two of these compounds, set out differently.
#55 NC(=O)NC(CC(=O)NNC(=O)c1ccccn1)c1ccccc1Cl (stereo not drawn)
  CIT2 TOR yeast: 96 | AGP1 TOR yeast: 99 | LAP4 TOR yeast: 107 | RPL19A TOR yeast: 102 | MEP2-GFP yeast: 103 | GRK2 inh: 0 | VLA-4 inh: 3 | GASC-1 inh: 5

#56 Cc1cc(NS(=O)(=O)N(C)C)ccc1C(C)C
  CIT2 TOR yeast: 86 | AGP1 TOR yeast: 101 | LAP4 TOR yeast: 94 | RPL19A TOR yeast: 94 | MEP2-GFP yeast: 90 | GRK2 inh: 0 | VLA-4 inh: 10 | GASC-1 inh: 2
